Screening results (PubChem BioAssay)
AMA1 RON2 block: qHTS for Inhibitors of AMA1-RON; Towards Development of Antimalarial Drug Lead: Primary Screen; AlphaScreen AMA1-biotinylated RON2 peptide binding; Plasmodium falciparum AMA1 (3D7) - RON2 peptide interaction; Potency, µM (titrated, usually from 58.2 µM), inactives show top-dose activity change, negative = inhibition, most hits filed as inhibitors; actives 0.2% (n = 360,000);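 note: potency is the fitted concentration of half-maximal effect; 0% = vehicle wells and -100% = peptide control; nearly all actives have a fitted effect of over 45% in size; some results filed as inactive show a strong effect at the top dose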
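AMA1 (3D7) with his tag at 25 nM final met compounds first, then biotinylated RON2 peptide at 25 nM; detection used donor plus acceptor beads, 10 µg/mL apiece, read by AlphaScreen after 30 min at room temperature.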
Sm TGR inh: qHTS Assay for the Inhibitors of Schistosoma Mansoni Peroxiredoxins; Schistosoma mansoni thioredoxin glutathione reductase (TGR), Q962Y6; purified TGR, DTNB reduction, TNB absorbance 405 nm; Potency, µM (series often up to 114 µM), inactives show at the highest dose activity change, negative = inhibition, most hits filed as inhibitors; actives 3% (n = 360,000); note: potency is the fitted concentration of half-maximal effect; nearly all actives have a fitted effect of over 60% in size
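TGR 20 nM + NADPH 100 uM (dispensed conc.), cpd preinc 15 min RT; start with NADPH (500 uM addition) then DTNB (15 mM addition). Kinetic TNB absorbance, 405 nm filter. Four-parameter Hill fit across titration.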
HCV inh: qHTS Assay for Inhibitors of Hepatitis C Virus (HCV); Huh7.5.1 HCVcc-Cre infection, luciferase reporter, 44 h; actives 3.4% (n = 340,000); Potency, µM (series often up to 41.8 µM), without a hit: at the highest dose activity change, negative = inhibition, usual class: inhibitors; note: potency is the fitted concentration of half-maximal effect
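Whole-lifecycle infectious HCVcc-Cre system; cells 1,000/well, compound then virus (~0.5 moi) added 4 h after plating, 44 h culture. Luciferase read 15 sec following 15 min substrate incubation, room temp.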
FBPA Giardia inh: qHTS Assay for Inhibitors of Fructose-1,6-bisphosphate Aldolase from Giardia Lamblia; A8B2U2; purified Giardia FBPA; Potency, µM (highest dose often 59.6 µM), inactives show at the top dose activity, negative = inhibition, hits mostly inhibitors; actives 0.71% (n = 290,000); AID 2451, 2010; note: potency is the fitted concentration of half-maximal effect; nearly all actives have a fitted effect of over 55% in size
Target sequence (A8B2U2 whole entry, looked up): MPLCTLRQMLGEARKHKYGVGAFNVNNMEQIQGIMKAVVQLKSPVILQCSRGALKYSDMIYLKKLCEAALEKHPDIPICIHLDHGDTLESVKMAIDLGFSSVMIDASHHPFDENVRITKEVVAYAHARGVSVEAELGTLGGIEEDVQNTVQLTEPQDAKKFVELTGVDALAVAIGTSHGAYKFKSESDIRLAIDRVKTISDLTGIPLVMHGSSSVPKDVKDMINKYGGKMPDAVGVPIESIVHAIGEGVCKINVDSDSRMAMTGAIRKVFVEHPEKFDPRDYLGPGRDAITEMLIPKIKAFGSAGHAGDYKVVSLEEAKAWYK
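Giardia FBPA (40 nM reagent) was preincubated 10 min at RT with compound (up to 57.5 uM final), then substrate plus GAPDH/TPI/NAD/arsenate coupling system with diaphorase/resazurin was added; resorufin fluorescence (525/598 nm) was read after 20 min.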
AmpC detergent: qHTS Inhibitors of AmpC Beta-Lactamase (assay with detergent); actives 0.041% (n = 370,000); Potency, µM (doses to about 114 µM), for inactives: top-dose activity change, negative = inhibition, usual class: inhibitors; P00811; AID 485294, 2010; AmpC hydrolysis of nitrocefin, absorbance 480 nm, 0.01% Triton;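 note: potency is the fitted concentration of half-maximal effect; 0% = no-compound wells and -100% = no-enzyme wells; nearly all actives have a fitted effect of over 25% in size; some results filed as inactive show a strong effect at the top dose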
Target sequence (P00811 whole entry, looked up): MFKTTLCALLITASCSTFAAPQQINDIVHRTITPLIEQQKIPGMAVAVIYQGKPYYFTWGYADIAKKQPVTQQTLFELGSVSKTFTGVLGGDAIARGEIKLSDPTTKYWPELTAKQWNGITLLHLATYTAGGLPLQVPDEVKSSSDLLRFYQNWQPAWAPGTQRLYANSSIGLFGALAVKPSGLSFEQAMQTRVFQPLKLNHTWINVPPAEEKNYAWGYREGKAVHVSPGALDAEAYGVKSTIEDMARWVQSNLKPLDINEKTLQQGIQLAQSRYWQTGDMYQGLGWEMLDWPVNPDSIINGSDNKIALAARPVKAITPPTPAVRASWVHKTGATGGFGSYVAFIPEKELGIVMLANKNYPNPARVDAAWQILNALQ
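AmpC (5.3 nM in the dispensed reagent) in 20 mM phosphate pH 7.0 with 0.01% (detergent screen) or 0.0001% Triton X-100 was preincubated with compounds for 15 min at room temperature. Nitrocefin was then added from an 800 uM solution, and hydrolysis was followed at 480 nm.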
HCMV antiviral: qHTS Assay for inhibitors of the human cytomegalovirus (HCMV). HFF cells, HCMV-luciferase reporter, 72 h; stronger effect = lower value. activity change, negative = inhibition, % at 57.5 µM. actives 4.5% (n = 410,000). AID 1259415, 2018; in the data active = activity change below about -60%; inconclusive = no clear call, values can overlap the other calls; inactive = above about -39%
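Luciferase read-out from HCMV-luciferase-infected HFFs (MOI 1 PFU/cell) 72 h post infection at 37C; compounds added after 16 h cell attachment; activity normalized between buffer-only basal and Salinomycin (10uM) inhibitor controls.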
Active calls of the source: *; ? = inconclusive; nt = not tested or not shown; [ ] = remark or other dose. Unless noted, calls come from the whole dose curve; as a rule, active = well fitted curve in the direction sought with a large enough effect; inconclusive = small, poorly fitted or top-dose-only effect, or another doubt; inactive = no such curve, though single readings can be large; an effect the other way counts as inactive or inconclusive. Unless noted, % is set by controls: 0 for no effect and ±100 for the full control effect. Hits appear at their usual frequency; any-hit rate near 9.3%.

SMILES	AMA1 RON2 block	Sm TGR inh	HCV inh	FBPA Giardia inh	AmpC detergent	HCMV antiviral
O=C(CC1SC(=O)N(Cc2ccc(Cl)cc2)C1=O)Nc1nccs1 (configuration not stated)	14%	-15%	4%	2%	-4%	52
Cc1ccc(/C=N/NC(=O)CCCOc2ccc(Cl)cc2Cl)cc1[N+](=O)[O-]	-9%	-2%	0%	-25%	-1%	-5
CCOC(=O)c1ccc(S(=O)(=O)N2CCC(C(=O)NCC3CCCCC3)CC2)cc1	34%[activator]	1%	17%	nt	1%	0
Cc1cc(C)n2nc(SCC(=O)NCc3ccco3)nc2n1	-4%	0%	?	-2%	-10%	11
O=C1CN=C(c2ccc(Cl)cc2)c2oc3ccccc3c2N1	-2%	12%	-18%	5%	2%	-7
O=C(Nc1ccccc1)C(=O)c1c[nH]c2ccccc12	-10%	-3%	-20%	0%	-2%	52
Cc1cc(NC(=O)CSc2nc(C(C)C)nc3c2c(=O)n(C)c(=O)n3C)no1	3%	1%	5%	5%	-7%	-34
CCOc1cc(Br)c(C(=O)O)cc1OC	2%	-9%	4%	4%	?	48
CC(=O)Oc1ccc(C(=O)Nc2cccnc2)cc1	-8%	-17%	19%	6%	-4%	35
CCOC(=O)c1cccc(NC(=O)N2CCOCC2)c1	7%	10%	-3%	1%	-1%	20
O=C(NCc1cccnc1)Nc1cccc(NC(=O)NCc2cccnc2)c1	-8%	1%	-2%	-1%	1%	11
CCOC(=O)N1CCC(Nc2c(NCCN3CCN(Cc4ccccc4)CC3)c(=O)c2=O)CC1	10%	0%	17%	1%	-3%	-5
CCOc1ccc(C(=O)C(c2ccccc2)N2CCOCC2)cc1 (configuration not stated)	8%	-4%	10%	12%	-14%	23
CCN1C(=O)CC(N2CCC(c3nc4ccccc4[nH]3)CC2)C1=O (configuration not stated)	0%	0%	14%	0%	3%	8
O=C(c1ccccc1C(=O)N1CCN(c2ccccc2)CC1)N1CCN(c2ccccc2)CC1	-8%	8%	2%	-7%	0%	-14
COCCNC(=O)CN1C(=O)NC(c2ccccc2)(c2ccccc2)C1=O	15%	-12%	22%	-2%	-3%	-17
CN(CC(=O)Nc1cc(S(=O)(=O)N2CCCCCC2)ccc1Cl)Cc1ccc2c(c1)OCO2	4%	-5%	?	nt	-1%	-1
CCN(CCCNC(=O)C1CCC(=O)N1Cc1ccccc1Cl)c1cccc(C)c1 (configuration not stated)	?	?	-7%	-1%	-24%	-10
CC(=O)Nc1ccc2c(c1)OCCO2	7%	9%	1%	nt	0%	-24
CC(=O)c1cccc(NC(=O)c2cnn(-c3cccc(C)c3)c2-n2cccc2)c1	nt	7%	nt	nt	0%	?
COc1ccc(-c2noc(-c3cccc(Cl)c3)n2)cc1OC	-8%[2.32 µM]	-1%	-19%[0.335 µM]	-4%	?	8
O=C(Nc1nccs1)c1sc2ccccc2c1Cl	92%[activator]	-11%	?	1%	-14%	65
Cc1ccc(-c2nc(CS(=O)(=O)CC(=O)NCCCN(Cc3ccccc3)C(C)C)c(C)o2)cc1	-8%	-32%	10µM*	-5%	3%	62
Cc1ccc(C)c(N2CCN(C(=O)CCNC(=O)Cn3ccc4ccccc4c3=O)CC2)c1	3%	16%	?	3%	4%	4
O=C(O)CN1C(=O)/C(=C\c2ccccc2OCc2ccc(F)cc2)SC1=S	8%	7%	8%	10%	0%	-7
Carrying on.
SMILES	AMA1 RON2 block	Sm TGR inh	HCV inh	FBPA Giardia inh	AmpC detergent	HCMV antiviral
Cc1ccc(S(=O)(=O)N2[C@@H](c3ccc(C(C)(C)C)cc3)C(C(=O)O)=CC[C@H]2c2ccc(C(C)C)cc2)cc1	0%	nt	-44%	nt	nt	-26
O=C(CSc1nnc(Nc2ccccc2F)s1)NC1CC1	-2%	-6%	14%	nt	-3%	-14
CCN(CC(=O)NCc1ccc(F)cc1)C(=O)/C=C/c1ccc(OC)cc1	0%	-5%	?	19%	-12%	4
COc1ccc(C(=O)O)cc1S(=O)(=O)Nc1ccccc1Cc1ccccc1	11%	-4%	27%	10%	-1%	-20
O=C(c1ccc2c(c1)OCCO2)N1CCN(c2ccc([N+](=O)[O-])cc2)CC1	nt	10%	nt	3%	5%	nt
Cc1ccc(Sc2ncccc2C(=O)NCC(c2ccc(F)cc2)N2CCOCC2)c(C)c1 (configuration not stated)	-10%	-12%	?	nt	-7%	-33
CCOC(=O)c1c(C)n(-c2ccccc2)c2ccc(OC(=O)COc3ccc(Cl)cc3)cc12	nt	7%	nt	nt	20%	0
O=C(O)c1ccccc1NS(=O)(=O)c1ccc2c(c1)OCCO2	5%	nt	21%	27%	-14%	-16
O=C(c1ccc(=O)n(Cc2ccccc2)n1)N1CCN(C/C=C/c2ccccc2)CC1	-11%	-21%	?	11%	0%	-12
Nc1ccc(-n2c(N)c(C(=O)NCc3ccc4c(c3)OCO4)c3nc4ccccc4nc32)cc1	28%	nt	2.5µM*	nt	nt	-5
Cn1c(=O)c(-c2ccccc2N)nc2ccccc21	0%	7%	-9%	2%	1%	nt
CC1CCN(C(=O)CN2C(=O)NC(C)(c3ccc4ccccc4c3)C2=O)CC1 (configuration not stated)	-14%	nt	-2%	nt	nt	140
Cc1ccc(Cl)c(OCC(=O)NCc2ccco2)c1	-5%	17%	5%	6%	?	17
COc1ccc(OC)c(S(=O)(=O)N2CCC(C(=O)Nc3cccc(C(F)(F)F)c3)CC2)c1	0%	-1%	?	-1%	?	?
CC(=O)N1CCN(Cc2nc3cc(NC(=O)COc4ccccc4)ccc3n2C)CC1	-6%	0%	-22%	?	-3%	1
O=c1cc(Cl)c(-c2ccccc2)nn1Cc1ccc(Cl)cc1	16%	-6%	3%	0%	-4%	-64*
O=C1C2(c3ccccc3)CN(CCO)CC1(c1ccccc1)CN(CCO)C2	19%	1%	18%	3%	2%	23
COc1ccc(Nc2oc(-c3ccccc3F)nc2C#N)cc1	7%	-7%	-14%	3%	4%	37
COc1ccccc1CNC(=O)C1CCN(S(=O)(=O)c2c(C)noc2/C=C/c2cccs2)CC1	nt	0%	nt	nt	1%	?
Cc1ccccc1NC(=O)COc1ccc(Br)cc1C	3%	-3%	-6%	0%	?	-9
Nc1ccccc1SCC1CSc2nc3ccccc3c(=O)n21 (configuration not stated)	1%	-2%	-2%	-8%	-1%	-15
Cc1cc(NC(C)c2ccccc2)n2ncc(-c3ccccc3)c2n1 (configuration not stated)	27%	-15%	?	1%	?	85
CN(Cc1ccccc1)S(=O)(=O)c1ccc(OCC(=O)Nc2cccc([N+](=O)[O-])c2)cc1	2%	3%	14%	2%	-2%	?
Cc1cccc(CNC(=O)c2ccc3nc(Cc4ccccc4F)oc3c2)n1	8%	24%	-17%	nt	2%	97
COC(=O)C1=NN(c2ccc(C)cc2)C2(S1)SC(C(C)=O)=C(C)N2c1ccccc1 (configuration not stated)	-6%	-16%	13%	-15%	1%	?
The list continues:
SMILES	AMA1 RON2 block	Sm TGR inh	HCV inh	FBPA Giardia inh	AmpC detergent	HCMV antiviral
CNc1oc(-c2ccc(C)cc2)nc1P(=O)(c1ccccc1)c1ccccc1	-11%	-10%	?	-6%	-13%	-11
NS(=O)(=O)c1ccc(NC(=S)NC2CCCCCC2)cc1	-19%	-32%	-13%	?	-1%	8
CN1/C(=C/C(=O)c2cccs2)Sc2ccccc21	nt	3%	nt	?	?	265
CCOC(=O)c1ccc(N2C(=O)CC(N(Cc3ccc4c(c3)OCO4)C(=O)Nc3ccccc3)C2=O)cc1 (configuration not stated)	19%	0%	-19%	-8%	?	-13
c1coc(-c2nc3nc4ccccc4nc3n2-c2ccc3c(c2)OCCO3)c1	19%	-7%	1%	-9%	-8%	-14
CC(=O)Nc1ccc(S(=O)(=O)N2CCCC2)cc1	10%	-2%	8%	18%	-2%	9
COc1ccc(CNCCC2(C(C)C)CCOC(C)(C)C2)cc1 (configuration not stated)	-12%	-12%	7%	2%	-2%	27
COc1cccc(CN2CCSCC2)c1	-11%	-1%	15%	?	?	38
CCCNc1nc2c(c(=O)n(C)c(=O)n2C)n1CCCc1ccccc1	17%	0%	?	4%	-1%	-8
C/C=C(/C)C(=O)Nc1cccc(C2=NOC3(C2)C[C@@H](C(N)=O)N(C(=O)CC)C3)c1 (some centres not stated)	8%	-10%	10%	-1%	2%	38
Cc1onc(-c2ccccc2)c1C(=O)N1CCCC(C(F)(F)F)C1 (configuration not stated)	-7%	-10%	16%	nt	-1%	9
CC1(CCc2ccccc2)NC(=O)N(CC(=O)Nc2ccc(S(N)(=O)=O)cc2)C1=O (configuration not stated)	3%	0%	-3%	0%	1%	-20
Cc1ccc2c3c(cccc13)-c1ccccc1C2=O	-31%	8%	5.6µM*	1%	?	16
COc1ccc(NC(=O)CN(C)S(=O)(=O)c2ccc3nc(C)sc3c2)cc1Cl	nt	1%	nt	nt	-3%	-69*
O=C(c1nn(Cc2ccccc2)c(=O)c2ccccc12)N1CCN(C/C=C/c2ccccc2)CC1	-18%	29%	?	-1%	5%	23
Cc1c(C)c2c(OCC(=O)O)cc3c(c2oc1=O)CCC(C)(C)O3	-7%	1%	2%	-16%	2%	-13
COc1ccc(C(=O)NCCNC(C)=O)cc1S(=O)(=O)NCc1ccc(Cl)cc1	6%	-13%	10%	-1%	-10%	62
CC(=O)Nc1ccc(C(=O)COC(=O)CN2C(=O)NC3(CCCCC3C)C2=O)cc1 (configuration not stated)	6%	-16%	18%	nt	-7%	-25
O=C1C(Oc2ccccc2)C(c2ccc3c(c2)OCO3)N1CCc1ccc(F)cc1 (configuration not stated)	0%	-1%	7%	6%	4%	-3
COc1ccc(C=Nc2cccnc2N)cc1	9%	-17%	-1%	-9%	-9%	nt
O=C(Nc1sc2c(c1C(=O)NCc1ccco1)CCCC2)c1ccc2c(c1)OCO2	0%	-33%	?	2%	7%	-9

Pulled by structure from the list above, 6 records:
SMILES	AMA1 RON2 block	Sm TGR inh	HCV inh	FBPA Giardia inh	AmpC detergent	HCMV antiviral
CC1(CCc2ccccc2)NC(=O)N(CC(=O)Nc2ccc(S(N)(=O)=O)cc2)C1=O (configuration not stated)	3%	0%	-3%	0%	1%	-20
CN1/C(=C/C(=O)c2cccs2)Sc2ccccc21	nt	3%	nt	?	?	265
NS(=O)(=O)c1ccc(NC(=S)NC2CCCCCC2)cc1	-19%	-32%	-13%	?	-1%	8
COc1ccc(CNCCC2(C(C)C)CCOC(C)(C)C2)cc1 (configuration not stated)	-12%	-12%	7%	2%	-2%	27
O=C1C(Oc2ccccc2)C(c2ccc3c(c2)OCO3)N1CCc1ccc(F)cc1 (configuration not stated)	0%	-1%	7%	6%	4%	-3
CC(=O)Nc1ccc(S(=O)(=O)N2CCCC2)cc1	10%	-2%	8%	18%	-2%	9
